PolyA inh = blocks polyadenylation in yeast reporter cells; calls only at 12 µM; actives 0.02% (n = 300,000); AID 1875; S. cerevisiae SKY197-pL101 polyadenylation reporter, beta-gal luminescence; efflux-impaired pdr1/pdr3 knockout yeast; score 100 = 6 SD above DMSO;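 active = lowest replicate activity score at least 50, where 100 means six control SD above control mean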;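 also: yeast exposed to compound for 9 h at 30 °C; higher score means more reporter readthrough which indicates perturbed polyadenylation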
hERG rescue = shields human hERG channel from block by proarrhythmic agents | AID 1511 | actives 0.51% (n = 310,000) | activation (rescue from dofetilide block), less the hit threshold, % at 10 µM | Q12809 | CHO-hERG, FluxOR thallium flux, dofetilide IC70 present;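 active = activation above the mean of controls blocked by dofetilide plus 5 SD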;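 also: thallium influx through hERG after potassium depolarization seen as dye fluorescence rise; in these data hits start at about 4.7%; inactives centre near -7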
Target sequence (Q12809 whole entry, looked up): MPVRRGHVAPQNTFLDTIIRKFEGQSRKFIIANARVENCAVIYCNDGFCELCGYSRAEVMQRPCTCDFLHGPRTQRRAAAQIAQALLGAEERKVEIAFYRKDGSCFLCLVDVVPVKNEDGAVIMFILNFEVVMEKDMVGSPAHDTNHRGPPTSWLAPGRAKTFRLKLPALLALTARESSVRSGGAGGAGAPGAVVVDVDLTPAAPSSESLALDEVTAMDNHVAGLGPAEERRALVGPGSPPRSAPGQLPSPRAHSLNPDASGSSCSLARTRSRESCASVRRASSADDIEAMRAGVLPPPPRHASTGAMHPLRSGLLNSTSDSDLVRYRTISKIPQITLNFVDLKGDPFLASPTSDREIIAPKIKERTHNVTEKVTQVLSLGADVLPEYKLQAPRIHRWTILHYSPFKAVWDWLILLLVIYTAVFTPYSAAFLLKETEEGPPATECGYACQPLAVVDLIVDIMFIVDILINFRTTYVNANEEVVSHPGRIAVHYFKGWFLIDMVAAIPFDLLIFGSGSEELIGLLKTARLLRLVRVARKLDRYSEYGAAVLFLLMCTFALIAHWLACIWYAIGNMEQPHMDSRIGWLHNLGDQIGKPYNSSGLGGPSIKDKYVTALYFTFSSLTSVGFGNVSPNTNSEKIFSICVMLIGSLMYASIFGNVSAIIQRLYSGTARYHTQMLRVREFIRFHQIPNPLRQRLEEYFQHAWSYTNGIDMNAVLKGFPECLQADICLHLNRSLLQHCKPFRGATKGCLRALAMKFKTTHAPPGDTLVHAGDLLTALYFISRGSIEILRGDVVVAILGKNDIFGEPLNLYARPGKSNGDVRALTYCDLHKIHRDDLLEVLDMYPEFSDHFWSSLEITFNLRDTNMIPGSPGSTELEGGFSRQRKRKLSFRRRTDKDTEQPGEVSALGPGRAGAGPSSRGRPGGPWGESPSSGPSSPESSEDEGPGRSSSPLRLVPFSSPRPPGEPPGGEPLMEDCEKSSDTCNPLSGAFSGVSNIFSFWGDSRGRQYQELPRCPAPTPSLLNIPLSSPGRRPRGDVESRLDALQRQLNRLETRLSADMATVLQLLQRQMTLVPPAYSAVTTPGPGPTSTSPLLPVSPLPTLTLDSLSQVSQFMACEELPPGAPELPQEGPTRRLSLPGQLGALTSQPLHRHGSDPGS
RGS4 inh = inhibitors of human RGS4. HEK293 M3R/RGS4 inducible, Fluo-4 calcium flux; active compounds read high; triggered by carbachol at its EC20. P49798. B-score at 10 µM. actives 0.45% (n = 310,000). AID 463165;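 active = B-score, a plate-corrected calcium signal, over three deviations above library mean, with baseline fluorescence within five deviations of library mean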;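 also: RGS4 expression induced by doxycycline in cells with stable M3 receptor; B-score is computed from the integrated fluorescence ratio over baseline after carbachol; higher B-score means a larger calcium signal and so more RGS4 inhibition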
Dyrk1A ADPGlo = Dyrk1A (rat) kinase inhibition; Q63470; ADP-Glo luminescence, NFATc1 peptide; inhibition, % at 12.5 µM; actives 0.43% (n = 310,000); AID 504441; in the data active = inhibition above about 50%;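 also: plate controls were vehicle with enzyme for no effect and no enzyme for full effect; many of its hits are not listed in these tables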
KCNK3 block = human KCNK3 channel inhibition, primary screen. O14649. CHO-KCNK3 thallium flux, FluxOR fluorescence; active compounds read low. B-score at 10 µM. actives 0.84% (n = 340,000). AID 602410;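 active = B-score under library mean minus 4 SD, starting fluorescence ratio at most library mean plus 5 SD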;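 also: more negative B-score means stronger inhibition of thallium flux through KCNK3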
KCNQ1 inh = human KCNQ1 channel inhibition; P51787; CHO-K1 KCNQ1, FluxOR thallium flux fluorescence; active compounds read high; B-score at 10 µM; actives 1.3% (n = 310,000);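 active = compounds whose thallium flux B-score, printed positive for inhibition, exceeds three library SD while starting fluorescence stays within three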;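 also: channel opened by potassium depolarization with thallium stimulus after 20 min compound exposure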
RGS4 act = RGS4 potentiation or activation. HEK293 M3R/inducible RGS4, carbachol calcium flux Fluo4; active compounds read low. B-score at 10 µM. actives 0.92% (n = 310,000);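 active = B-score of the integrated calcium signal more than 4 SD below the library mean, with starting fluorescence not abnormally high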;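 also: negative B-score means reduced calcium response which marks RGS4 activation or potentiation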
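test system = M3R-expressing HEK293 line, RGS4 induced by doxycycline | probe or stimulus = carbachol at ECmax as muscarinic agonist stimulus | timing = dye loading 30 min 37 °C, buffer rest 30 min RT | signal = calcium dye Fluo4 fluorescence | evaluation = B score from integrated fluorescence ratio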
GSK3 alpha inh = inhibitors of human GSK-3 alpha kinase; actives 0.1% (n = 320,000); AID 2650; inhibition, % at 10 µM; ADP-Glo luminescence, 60 min; P49840;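 in the data active = inhibition above about 50%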;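 also: GST-tagged GSK-3 alpha with peptide substrate and 25 µM ATP; 0% = DMSO neutral wells and 100% = GW8510 positive control wells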
KCNQ1 act = potentiators or activators of human KCNQ1 potassium channel; B-score at 10 µM; actives 0.35% (n = 310,000); P51787; CHO-K1 KCNQ1, thallium flux FluxOR fluorescence; active compounds read high;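 active = fluorescence ratio B-score, a plate-corrected score, at least three library SD, with initial intensity B-score within 5 SD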
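Material: CHO-K1 cells stably expressing KCNQ1. Medium: assay buffer for compound exposure, DMSO matched across wells. Reagent: K+/Tl+ depolarizing stimulus. Compound dosing: single-concentration screen. Times: 37 °C overnight plating, 90-min dark dye load, 20-min compound pretreatment. Technique: FluxOR Tl+ flux fluorescence.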
GSK3beta inhib = blocks human GSK3beta kinase activity. P49841. GST-GSK3beta kinase, ADP-Glo luminescence, 60 min; active compounds read low. activity score (negative = inhibition), % at 10 µM. actives 0.038% (n = 300,000). AID 2097;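 active = more than half of replicate wells score below -50%, meaning over 50% inhibition versus plate controls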;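 also: 0% = median DMSO wells and -100% = median GW8510 positive control wells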
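Assay system: GST-fused GSK3beta enzyme, cell-free / Medium: Tris pH 7.5 buffer with MgCl2, DTT, BSA, heparin / Also added: peptide substrate plus 25 µM ATP (final) / Compound: 10 µM single point / Timing: kinase reaction with compound 60 min at room temperature / Detection: ADP-Glo luminescence / Benchmarks: DMSO neutral wells and GW8510 at 20 µM as positive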
KCNK9 block = inhibitors of human KCNK9 two-pore domain potassium channel | Q9NPC2 | HEK293 KCNK9, FluxOR thallium flux fluorescence; active compounds read low | B-score at 10 µM | actives 1.2% (n = 310,000) | AID 488922;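 active = ratio B-score over 3 SD below the library mean, with starting fluorescence within 5 SD of its mean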;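 also: negative B-score means less thallium flux so channel inhibition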
* = called active by the depositor; i = inactive; nt = no result given.

SMILES | PolyA inh | hERG rescue | RGS4 inh | Dyrk1A ADPGlo | KCNK3 block | KCNQ1 inh | RGS4 act | GSK3 alpha inh | KCNQ1 act | GSK3beta inhib | KCNK9 block
C=CCOC(=O)C1=C[C@@H](c2coc3ccccc3c2=O)C[C@@H](OCCCCO)O1 | i | -6.4 | i | 4.2 | i | i | i | -1.5 | i | -2.0 | i
O=C(CNC(=O)c1ccco1)OCC(=O)c1cccc2ccccc12 | i | -3.7 | i | 5.5 | i | i | i | -0.6 | i | 1.0 | i
Cc1ccc(N2C(=O)CSC2c2ccc3c(c2)OCO3)cc1 (stereo not given) | i | -7.8 | i | -4.1 | i | i | i | -1.0 | i | 5.3 | i
Cc1ccc(C(=O)NC2CCC(C)CC2)o1 (stereo not given) | i | -4.6 | i | 5.2 | i | i | i | -0.7 | i | -0.2 | i
Nc1ccc(Cl)c[n+]1Cc1cccc2cccnc12 | i | -11.2 | i | -9.7 | i | i | i | 2.4 | i | 1.3 | i
CCOC(=O)c1cc(-c2ccccc2)sc1NC(=S)Nc1cccc(C)n1 | i | -22.1 | i | 4.8 | i | i | i | -0.6 | i | 4.3 | i
CCOC(=O)c1cnc2c(CC)cccc2c1NCCCN1CCOCC1 | i | -7.0 | i | 4.0 | i | i | i | -0.5 | i | 0.6 | i
O=C1c2cccnc2C(=O)N1C1CCCCC1 | i | -4.9 | i | -1.0 | i | i | i | -0.5 | i | 8.6 | i
Cn1c(=O)oc2cc(S(=O)(=O)NCCC(=O)NCc3ccc(F)cc3)ccc21 | i | -5.9 | i | -2.7 | i | i | i | 0.5 | i | -1.1 | i
CS(=O)(=O)N(CC(=O)N1CCc2ccccc2C1)c1cccc([N+](=O)[O-])c1 | i | -7.5 | i | 12.7 | i | i | i | -1.4 | i | 2.3 | i
Cc1cccc(C)c1NC1=NC(=S)N(c2ccc(N(C)C)cc2)C1(C)C | i | -4.5 | i | 2.0 | i | i | i | -0.8 | i | 2.4 | i
CC1CN(Cc2nc3c(c(=O)n(C)c(=O)n3C)n2CCN2CCOCC2)CC(C)O1 (stereo not given) | i | -9.8 | i | -5.3 | i | i | i | nt | i | -1.2 | i
O=C(O)Cc1ccc(NC(=O)c2cccc(NC(=O)c3ccco3)c2)cc1 | i | -2.6 | i | 5.5 | i | i | i | 1.4 | i | -2.3 | i
S=C(NCCc1c[nH]c2ccccc12)NC1CC1 | i | -6.8 | i | 2.6 | i | i | i | 0.1 | i | 0.4 | i
CC1(C)CCSC(/C=C/c2ccccc2)=N1 | i | -9.8 | i | 2.5 | i | i | i | nt | i | 1.7 | i
CCN(CC)S(=O)(=O)c1cnccc1N1CCN(c2cccc(Cl)c2)CC1 | i | -0.9 | i | -6.3 | i | i | i | -2.6 | i | 3.9 | -9.85*
O=C(NCCO)C(=O)c1c(-c2ccccc2)cc2ccccn12 | i | -10.9 | i | -1.4 | i | i | i | -3.1 | i | -2.9 | i
Cc1ccc(-c2nc3ncccn3c2Nc2ccc3c(c2)OCCO3)o1 | i | -4.6 | i | 11.2 | i | i | i | 2.1 | i | -0.1 | i
Cc1ccc(-c2cn(-c3ccc(OC(F)F)cc3)c3[n+]2CCCCC3)cc1 | i | -15.8 | i | 10.8 | i | i | i | -1.3 | i | -3.1 | i
CC1CCCc2sc3ncn(N)c(=N)c3c21 (stereo not given) | i | -11.8 | i | 21.9 | i | i | i | 9.0 | i | 1.9 | i
CCN1CCN(C(=O)c2ccc3c(c2)N(Cc2ccc(C)cc2)CCS3)CC1 | i | -4.9 | i | 0.2 | i | i | i | 0.8 | i | 1.4 | i
O=C(NCCNC(=O)c1ccccc1F)c1ccccn1 | i | -3.2 | i | -1.7 | i | i | i | 0.1 | i | 0.9 | i
CCOC(=O)Cc1csc(NC(=O)CSc2nnc(C(C)C)n2CC)n1 | i | -14.3 | i | -5.1 | i | i | i | -1.1 | i | 0.1 | i
CCCn1c(SCC(=O)Nc2ccccc2Oc2ccccc2)n[nH]c1=O | i | -12.7 | i | 2.9 | i | i | i | 2.1 | i | 1.9 | i
COc1cccc(-c2nc(CS(=O)(=O)CC(=O)NCCc3ccc(OC)cc3OC)c(C)o2)c1 | i | -10.4 | i | -5.5 | i | i | i | 0.1 | i | -1.3 | i
(list continues)
SMILES | PolyA inh | hERG rescue | RGS4 inh | Dyrk1A ADPGlo | KCNK3 block | KCNQ1 inh | RGS4 act | GSK3 alpha inh | KCNQ1 act | GSK3beta inhib | KCNK9 block
Cc1ccc(NS(=O)(=O)c2ccc(OCC(=O)NCC3CCCO3)cc2)cc1 (stereo not given) | i | -10.8 | i | -4.0 | i | i | i | 6.4 | i | -4.0 | i
OC(c1ccccn1)C1CCN(Cc2nc(C(c3ccccc3)c3ccccc3)no2)CC1 (stereo not given) | i | -4.0 | i | 8.8 | i | i | i | -0.9 | i | -1.7 | i
COc1cc(C(=O)NNC(=O)CNC(=O)c2ccc(Br)o2)cc(OC)c1OC | i | -11.6 | i | 8.2 | i | i | i | -1.8 | i | -1.3 | i
Cc1cnc(SCc2ccc(Cl)cc2Cl)[nH]c1=O | i | -2.2 | i | -0.3 | i | i | i | -0.8 | i | 0.9 | i
C=CCNc1oc(-c2ccc(OC)cc2)nc1C#N | i | 0.5 | i | 1.1 | i | i | i | 4.7 | i | 0.2 | i
Cc1cc(C)nc(NC(=O)Cc2cccs2)n1 | i | -3.6 | i | 8.9 | i | i | i | nt | i | -0.1 | i
COc1ccc([N+](=O)[O-])cc1N(CC(O)CN(CC(C)C)CC(C)C)S(=O)(=O)c1ccccc1 (stereo not given) | i | -7.7 | i | -2.6 | i | i | i | -1.3 | i | 1.4 | -6.72*
COc1ccc(Cn2c(-c3ccco3)nc3oc4cc(OC)ccc4c(=O)c3c2=O)cc1 | i | -10.9 | i | 2.6 | i | i | i | 2.3 | i | 0.2 | i
COc1nc(NC2CCCCC2)nc(NC(C)(C)C)n1 | i | -7.7 | i | -0.3 | i | i | i | -1.7 | i | 0.4 | i
C=CCOC(=O)C1=C(C)NC(=S)NC1/C=C/c1ccccc1 (stereo not given) | i | -8.3 | i | 7.8 | i | i | i | 6.3 | i | -5.2 | i
Cc1cc(Cl)ccc1OC(C)C(=O)Nc1cnn(CCCC(=O)O)c1 (stereo not given) | i | -2.2 | i | -3.3 | i | i | i | -1.8 | i | 2.5 | i
CC(=O)Nc1nonc1C(=O)N1CCC(C)CC1 | i | -10.7 | i | 0.8 | i | i | i | -0.4 | i | -0.9 | i
CC1CCCN(C(=O)COC(=O)CNS(=O)(=O)c2ccc3ccccc3c2)C1 (stereo not given) | i | -13.7 | i | 7.6 | i | i | i | -2.8 | i | -0.2 | i
CCN(CC)S(=O)(=O)c1ccc(NC(=S)Nc2ccc(F)cc2)cc1 | i | -4.5 | i | -2.1 | i | i | i | -0.6 | i | -1.0 | i
Cc1cc(C)cc(NC(=O)CSc2nc3ccccc3nc2N2CCCC2)c1 | i | -9.6 | i | -2.1 | i | i | i | -2.6 | i | -21.0 | i
C=CCNc1nc(Cl)nc(NC2CCCCC2)n1 | i | -4.9 | i | 12.9 | i | i | i | -0.7 | i | 1.9 | i
Fc1ccc(-c2nc(-c3cccs3)[nH]c2-c2ccc(F)cc2)cc1 | i | -12.1 | i | -1.2 | i | i | i | 0.4 | i | -2.6 | i
N#C/C(=C(/O)COC(=O)c1cccnc1Cl)c1nc2ccccc2[nH]1 | nt | -9.5 | i | 1.2 | i | i | i | 8.1 | i | -2.2 | i
O=C(Cn1cc(C(=O)C2CC2)c2ccccc21)NCc1ccccc1 | i | -7.1 | i | 2.2 | i | i | i | -3.5 | i | 2.4 | i
Cc1ccc(S(=O)(=O)Nc2c(C(=O)O)[nH]c3ccccc23)cc1C | i | -8.6 | i | -3.1 | i | i | i | -8.7 | i | 4.1 | i
CN(C)c1ccc(/C=C(\C#N)C(=O)Nc2nc3c(s2)CCN(Cc2ccccc2)C3)cc1 | i | -11.0 | i | -4.9 | i | i | i | -2.2 | i | 5.2 | i
CC(=O)OCC(OC(C)=O)C(OC(C)=O)C(OC(C)=O)C(=O)Nc1cccc(C)c1 (stereo not given) | i | -1.1 | i | 5.0 | i | i | i | -2.4 | i | -0.7 | i
COc1cc2[nH]c(=O)n(CCC(=O)N3CCN(c4cc(Cl)ccc4C)CC3)c(=O)c2cc1OC | i | -7.1 | i | -7.7 | i | i | i | -0.8 | i | 1.3 | i
COC(=O)CCCC1=CC2=CC(=O)C(C)(OC(=O)c3cccs3)C(=O)C2=CN1C1CCCC1 (stereo not given) | i | -6.8 | i | 33.5 | i | i | i | -4.4 | i | 1.9 | i
Cc1ccc(C)c(NS(=O)(=O)c2ccc(OCC(=O)N3CCCC3)cc2)c1 | i | -0.5 | i | -1.3 | i | i | i | -5.9 | i | -2.3 | i
CCN1CCN(CCOCCOc2ccccc2)CC1 | i | -4.1 | i | 3.4 | i | i | i | -0.5 | i | nt | i
Cc1ccc(C(C(=O)NC2CCCC2)N(C(=O)CCC(=O)Nc2cc(C)on2)c2ccccc2)cc1 (stereo not given) | i | -14.8 | i | -3.7 | i | i | i | -1.1 | i | 4.8 | i
CCN(c1ccccc1)S(=O)(=O)c1ccc(C(=O)N(CCCN(C)C)c2nc3c(C)cccc3s2)cc1 | i | -15.3 | i | 5.6 | i | i | i | 2.8 | i | 1.0 | i

Compound activity as filed in PubChem.

These rows are one share of the data; count on the stated rates, not on these rows.
